# Screening results: PubChem, Sanford-Burnham Center for Chemical Genomics
# APJ antag: APJ receptor antagonism; P35414; actives 0.32% (n = 330,000); inhibition, % at 20 µM; AID 2521; CHO-K1 APJ beta-arrestin complementation, luminescence;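 active = inhibition above about 40% at 20 µM, limit read from the data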;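 also: cells challenged with 10 nM apelin-13 agonist together with compound; plate controls were apelin-13 plus DMSO wells for no effect and DMSO wells lacking apelin-13 for full effect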
# Mdm2 MdmX PPI: inhibitors of human Mdm2/MdmX interaction; O15151+Q00987; SaOS-2 split-luciferase Mdm2/MdmX complementation, luminescence; inhibition, % at 8 µM; actives 3% (n = 330,000); AID 485346;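 active = inhibition of at least 50% at 8 µM in the primary screen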
# Target sequence (O15151 whole entry, looked up): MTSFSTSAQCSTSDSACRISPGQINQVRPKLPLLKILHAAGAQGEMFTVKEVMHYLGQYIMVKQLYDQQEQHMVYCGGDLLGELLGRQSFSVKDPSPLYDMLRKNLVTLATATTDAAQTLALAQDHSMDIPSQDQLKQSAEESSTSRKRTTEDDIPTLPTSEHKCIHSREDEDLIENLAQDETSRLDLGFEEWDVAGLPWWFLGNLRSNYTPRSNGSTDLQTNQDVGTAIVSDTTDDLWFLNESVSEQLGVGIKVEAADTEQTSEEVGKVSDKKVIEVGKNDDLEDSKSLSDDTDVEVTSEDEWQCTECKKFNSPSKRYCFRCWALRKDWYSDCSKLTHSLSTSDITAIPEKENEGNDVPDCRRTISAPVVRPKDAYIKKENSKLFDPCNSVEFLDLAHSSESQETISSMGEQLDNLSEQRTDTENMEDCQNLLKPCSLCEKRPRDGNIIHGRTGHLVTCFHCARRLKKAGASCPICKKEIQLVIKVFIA
# Target sequence (Q00987 whole entry, looked up): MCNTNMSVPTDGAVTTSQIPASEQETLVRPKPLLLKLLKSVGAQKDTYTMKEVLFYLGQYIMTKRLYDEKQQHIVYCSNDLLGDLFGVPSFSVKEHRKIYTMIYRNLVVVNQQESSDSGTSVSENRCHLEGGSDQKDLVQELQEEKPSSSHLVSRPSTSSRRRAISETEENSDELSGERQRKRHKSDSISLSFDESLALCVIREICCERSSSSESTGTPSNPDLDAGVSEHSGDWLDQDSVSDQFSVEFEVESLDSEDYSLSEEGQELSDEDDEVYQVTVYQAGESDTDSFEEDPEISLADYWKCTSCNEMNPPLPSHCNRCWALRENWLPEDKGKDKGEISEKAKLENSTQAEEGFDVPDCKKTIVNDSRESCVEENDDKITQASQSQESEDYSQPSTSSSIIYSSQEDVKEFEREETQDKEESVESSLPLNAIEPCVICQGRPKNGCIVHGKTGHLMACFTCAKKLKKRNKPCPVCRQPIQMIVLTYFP
# XBP1 UPR activ: adaptive UPR (XBP1) activation. CHO-XBP1 luciferase reporter, IRE1-XBP1 UPR activation, luminescence; percent of tunicamycin response, DMSO as zero. activation, % at 20 µM. actives 0.33% (n = 330,000);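 active = versus positive control, 20 µM dose yields 30% or more activation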;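 also: 100% = tunicamycin at 10 µg/mL and 0% = DMSO only wells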
#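 Assay system: CHO-XBP1 luciferase reporter cells; Schedule: 6 h treatment, 37 °C; Detection: glow luminescence from Steady-Glo reagent; Benchmarks: high control tunicamycin 10 µg/mL final, low control DMSO vehicle only.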
# 697 NFkB inh: inhibitors of the PMA/ionomycin-induced NF-kB reporter in 697 B cells; 697 B-cell NF-kB luciferase reporter, 16 h; AID 435022; actives 0.33% (n = 330,000); inhibition, % at 4 µM; in the data active = inhibition above about 35%
# UPR CHOP act: activators of apoptotic arm of unfolded protein response (CHOP). CHO-CHOP luciferase reporter, UPR activation, luminescence; percent of tunicamycin response over DMSO baseline. activation, % at 10 µM. actives 0.34% (n = 330,000);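 active = at 10 µM dose, activation of 40% or more, normalized to positive control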;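 also: 100% = tunicamycin at 10 µg/mL and 0% = DMSO alone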
#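 Material: CHO-CHOP cells, stable luciferase reporter of PERK-eIF2a-CHOP signalling; quantity: 500 reporter cells seeded per well; buffer or medium: F12 medium containing 10% fetal bovine serum; compound: one dose, 10 µM in 0.5% DMSO; incubation: 6 h compound treatment, 37 °C; measured by: Steady-Glo luciferase luminescence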
# tim23-1 inh: tim23-1 yeast growth inhibition. S. cerevisiae tim23-1 growth, BacTiter-Glo luminescence, 24 h. actives 1.3% (n = 330,000). inhibition, % at 20 µM;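 active = growth inhibition of the mutant yeast at or above 50%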;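 also: temperature-sensitive mutant grown at 25 °C; plate controls were DMSO-treated mutant yeast for no effect and medium wells lacking yeast for full effect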
# APJ agonist: APJ receptor agonism | CHO-K1 APJ PathHunter beta-arrestin, luminescence; 0% DMSO wells, 100% apelin | activation, % at 20 µM | actives 0.11% (n = 330,000) | AID 2520;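 active = activation more than six SD over the plate average, tested at 20 µM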;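 also: 0% = DMSO alone and 100% = apelin-13 at 10 nM; some results filed as inactive read as strong as hits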
#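 Test system: CHO-K1 APJ beta-arrestin complementation cell line. Amount: cell density 1000 per well. Controls: DMSO negative, 10 nM Apelin-13 positive. Signal: luminescent beta-gal fragment complementation, chemiluminescent substrate. Read-out basis: agonist-driven arrestin binding to APJ. Timing: compound stimulation 90 min at 25 °C, detection 60 min.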
# Jurkat NFkB inh: lowers PMA/ionomycin-induced NF-kB signal in Jurkat cells | PMA/ionomycin-induced NF-kB luciferase reporter, luminescence | inhibition, % at 4 µM | actives 0.53% (n = 330,000) | AID 435003; in the data active = inhibition above about 50%
# Starred values were filed as active, the others as inactive. Compounds as they come; about 5% have a hit in one of these screens.
SMILES	APJ antag	Mdm2 MdmX PPI	XBP1 UPR activ	697 NFkB inh	UPR CHOP act	tim23-1 inh	APJ agonist	Jurkat NFkB inh
Cc1cc(-c2ccc(C)c(S(=O)(=O)N3CCN(C(=O)c4ccco4)CC3)c2)on1	-2	-1	-3	-5	3.6	30	5	27
CC12CC(c3ccccc3O1)C(/C(N)=N/NC(=O)c1ccc(F)cc1)C(=O)N2 (stereo not drawn)	0	-2	-4	5	2.5	3	-2	19
COc1ccc(-c2csc(NC(=O)C3=NN(c4ccccc4)C(=O)CC3)n2)cc1	-3	31	0	-13	7.6	22	5	-5
COc1cc(OC)cc(-c2c(C#Cc3ccsc3)c3cc(-c4cc(F)cc(F)c4)ccc3n2C)c1	13	-4	4	16	-0.5	13	-1	15
O=CNCCCc1nc2ccccc2n1Cc1ccccc1	4	25	-2	1	-0.4	-9	-3	5
CCc1c(C)sc(NC(=O)c2cc(C)on2)c1C#N	6	-6	2	-20	3.7	28	-7	-10
Cn1nc(C(=O)NNC(=O)c2cccc(Cl)c2)ccc1=O	6	-16	-2	-1	0.0	16	-3	-13
CCOC(=O)c1cnc2c(OC)cccc2c1Oc1ccccc1	14	6	12	-16	0.2	48	-1	1
O=C(NCCc1cccs1)C1CC(c2ccc([N+](=O)[O-])cc2)=NO1 (stereo not drawn)	-7	-55	1	-57	7.5	11	0	-53
Cc1ccc(OCCn2c3ccccc3n3nc(C)c(=O)nc23)cc1	9	-6	4	-4	-0.5	5	-2	-17
CCOC(=O)[C@H]1[C@H]2COc3ccc(Cl)cc3[C@@H]2N2C(=O)c3cc(F)c(F)cc3NC(=O)[C@@]12C	-6	46	1	17	-1.2	-8	2	0
COc1cc(NC(=O)c2ccc([N+](=O)[O-])o2)ccc1NC(=O)c1ccco1	-97	41	3	-30	4.8	46	6	21
O=C(COc1ccc2c3c(c(=O)oc2c1)CCC3)N1CCCC1	-2	-20	0	5	2.1	20	2	-13
C/C(=N\NC(=O)c1cc(C)[nH]n1)c1cccs1	-14	-36	-11	-61	-2.6	7	-2	-69
COc1ccc(C2CC(c3ccccc3)=NN2C(=O)COC(=O)c2cccc(S(=O)(=O)N(C)C)c2)cc1 (stereo not drawn)	2	12	0	-55	0.1	15	5	9
C[C@H](NC(=O)c1ccccc1)C(=O)N1CCN(Cc2ccc3c(c2)OCO3)CC1	17	6	-1	0	0.2	14	-2	-7
C[C@H](CO)N1C[C@H](C)[C@@H](CN(C)CC2CCCCC2)Oc2c(NC(=O)CCC(F)(F)F)cccc2C1=O	1	20	2	-15	0.8	31	2	2
CCC(=O)Nc1cccc(-c2ccc(N3CCCCC3)nn2)c1	19	-108	-6	-149	0.5	9	-1	-84
COc1cc(OC)cc(C(=O)NC(C(=O)Nc2ccc3c(c2)CCC3)C(C)C)c1 (stereo not drawn)	-8	24	1	1	-0.7	11	-6	1
CCN1C(=O)CSC1=NC12CC3CC(CC(C3)C1)C2	3	25	-4	10	-3.0	21	0	-1

# One compound at a time, from the list above. Order of values: APJ antag, Mdm2 MdmX PPI, XBP1 UPR activ, 697 NFkB inh, UPR CHOP act, tim23-1 inh, APJ agonist, Jurkat NFkB inh
# Listed for CCOC(=O)[C@H]1[C@H]2COc3ccc(Cl)cc3[C@@H]2N2C(=O)c3cc(F)c(F)cc3NC(=O)[C@@]12C : -6, 46, 1, 17, -1.2, -8, 2, 0
# Listed for COc1cc(OC)cc(-c2c(C#Cc3ccsc3)c3cc(-c4cc(F)cc(F)c4)ccc3n2C)c1 : 13, -4, 4, 16, -0.5, 13, -1, 15

# (next part)
SMILES	APJ antag	Mdm2 MdmX PPI	XBP1 UPR activ	697 NFkB inh	UPR CHOP act	tim23-1 inh	APJ agonist	Jurkat NFkB inh
Cc1c(Cl)cccc1NC(=O)CC1NCCNC1=O (stereo not drawn)	3	-10	-2	-5	0.4	-1	0	-10
CCCc1ccc(C(=O)COC(=O)CN2C(=O)NC3(CCCCC3C)C2=O)cc1 (stereo not drawn)	-2	12	3	-18	1.1	26	-1	-2
CCN1CCSc2ccc(C(=O)NCc3cc(Br)ccc3OC)cc21	-6	-2	-1	-26	0.2	19	-3	-9
O=S(=O)(c1ccc(F)cc1)N1CCN(C(=S)NCC2CCCO2)CC1 (stereo not drawn)	-35	21	-4	-11	-0.4	-4	-7	-6
CCN(C(=O)c1cc([N+](=O)[O-])ccc1NCc1cccnc1)c1ccccc1	8	6	-2	11	0.9	24	-1	9
NC(=S)N/N=C/c1ccc(-c2cccc([N+](=O)[O-])c2)o1	14	-4	-3	-11	-0.8	-11	-4	-27
CCc1ccc(N2CCN(C(=O)c3ccc4c(c3)OCO4)CC2)cc1	-1	7	-3	-4	5.0	29	-6	-13
CCOC(=O)N1CCN(C(=O)Cn2c(=O)sc3ccccc32)CC1	7	7	-1	-12	0.7	8	1	1
COc1cccc(N=Cc2c[nH][nH]c2=O)c1	-8	8	0	1	2.2	6	0	-2
COc1cc(OC)c(/C=N/n2c(C3CCCCC3)n[nH]c2=S)c(OC)c1	23	28	-1	2	-0.4	22	0	8
CCOC(=O)C(Cc1ccc(O)cc1)NC(=O)CNC(=O)C1CCCN1C(=O)OC(C)(C)C (stereo not drawn)	-13	15	-3	11	0.0	1	-2	6
Cc1ccc(C(=O)O/N=C(\N)Cc2ccc([N+](=O)[O-])cc2)c(Cl)c1	-80	90*	4	-29	3.4	88*	10	19
N#Cc1ccc(Cn2c(=O)c(C#N)c3n(c2=O)CCC3)cc1	8	-4	-1	0	-1.0	34	3	2
CC(C)Cc1nnc(NC(=O)CCC(=O)Nc2ccc3cn[nH]c3c2)s1	3	14	2	-24	0.1	-1	-2	-20
COc1ccc(-c2cc(C(=O)N3CCN(c4ccc(F)cc4)CC3)no2)cc1OC	18	-1	-3	-1	0.8	12	0	12
COCCn1nnnc1C(c1ccc(OC)c(OC)c1)N1CCN(C(=O)c2ccco2)CC1 (stereo not drawn)	-6	9	-1	19	0.9	18	1	10
Cc1ccc(-c2cccc(C3CC=CC4C3C(=O)N(Cc3ccccc3)C4c3ccc(C(F)(F)F)cc3)c2)cc1 (stereo not drawn)	-11	-4	-1	-37	-1.3	14	4	20
COc1ccc(NC(=O)CS(=O)CC(=O)Nc2cc(Cl)ccc2OC)cc1 (stereo not drawn)	11	4	-2	16	0.2	-1	-2	8
COc1cc(S(=O)(=O)NCC(c2ccco2)N2CCCCC2)ccc1NC(C)=O (stereo not drawn)	3	4	-1	3	-2.6	9	-5	-1
CN1C(=S)SC(N(O)C(=O)Nc2ccc(Cl)c(Cl)c2)C1(C)C (stereo not drawn)	-28	25	-1	-17	-1.0	24	0	-9

# Molecules listed so far containing a CF3 group, in the order listed:
SMILES	APJ antag	Mdm2 MdmX PPI	XBP1 UPR activ	697 NFkB inh	UPR CHOP act	tim23-1 inh	APJ agonist	Jurkat NFkB inh
C[C@H](CO)N1C[C@H](C)[C@@H](CN(C)CC2CCCCC2)Oc2c(NC(=O)CCC(F)(F)F)cccc2C1=O	1	20	2	-15	0.8	31	2	2
Cc1ccc(-c2cccc(C3CC=CC4C3C(=O)N(Cc3ccccc3)C4c3ccc(C(F)(F)F)cc3)c2)cc1 (stereo not drawn)	-11	-4	-1	-37	-1.3	14	4	20

# (cont.)
SMILES	APJ antag	Mdm2 MdmX PPI	XBP1 UPR activ	697 NFkB inh	UPR CHOP act	tim23-1 inh	APJ agonist	Jurkat NFkB inh
CC(NC(=O)OCc1ccccc1)C(=O)Oc1cc2oc(=O)cc(-c3ccccc3)c2cc1Cl (stereo not drawn)	0	42	0	18	-0.3	37	2	28
O=C(CN1C(=O)C2CC=CCC2C1=O)Nc1nc2ccc(F)cc2s1 (stereo not drawn)	6	6	-2	7	3.1	14	0	-4
O=C(NCc1ccco1)C1CC(c2ccc(Cl)cc2)=NO1 (stereo not drawn)	-11	5	3	12	-0.1	-2	-2	-3
C=CCN(C(=O)CNC(=O)c1ccco1)C(C(=O)NC1CCCCC1)c1ccc(OC)cc1 (stereo not drawn)	4	-8	-2	4	1.4	9	-5	1
Cc1nc2c(=O)[nH]c(=S)n(C)c2nc1C	-2	7	1	2	0.8	6	-1	12
COc1ccc(-n2nnnc2SCC(=O)NC2CCS(=O)(=O)C2)cc1 (stereo not drawn)	15	-10	6	11	1.9	11	0	4
COc1ccc(C2=Nn3c(nnc3-c3ccccc3OC)SC2)cc1OC1CCOC1 (stereo not drawn)	-5	71*	16	7	-2.3	22	-1	-21
COc1ccc(OC(=O)c2cccc([N+](=O)[O-])c2)c(C(=O)/C=C/c2cccs2)c1	-1	11	1	11	-0.8	34	0	-2
CSc1ccc(S(=O)(=O)N2CCC(C(=O)NCc3ccco3)CC2)cc1	-35	-6	-3	9	1.1	23	0	11
CSc1ccccc1NC(=O)COc1nsnc1N1CCOCC1	-27	9	-1	1	-1.0	5	-1	5
Cc1nn2cc(-c3ccccc3)nc2[nH]c1=O	-6	15	-6	-2	1.9	7	-4	-4
CCNc1cc(Cl)nc(SC)n1	-6	-1	-3	-5	1.8	12	0	-7
O=S(=O)(c1ccc(Br)s1)N1CCCCC1	5	13	-1	18	0.3	11	-6	12
Cc1ccc2nc(SCC(=O)Nc3ccc4c(c3)CCC4)[nH]c2c1	-4	15	-2	-8	3.8	12	-3	-6
O=C(CSc1nccn1Cc1ccc(F)cc1)Nc1ccc(F)cc1F	13	-3	1	-15	-1.2	25	0	1
Cc1cc(NC(=O)CSc2nc(C(C)C)nc3ccccc23)no1	0	39	0	-14	-0.6	-1	-5	24
CC1CCN(c2cc(N3CCN(C(=O)c4ccc(F)c(F)c4)CC3)c([N+](=O)[O-])cc2F)CC1	10	22	-2	38*	2.3	15	-4	21
CC(=O)OCC(=O)[C@@]12OC3(CCCC3)O[C@@H]1C[C@H]1[C@@H]3CCC4=CC(=O)C=C[C@]4(C)[C@@]3(F)[C@@H](O)C[C@@]12C	11	-11	-8	2	-1.3	15	-1	12
Cc1ccc(NC(=O)CCNC(=O)c2ccc(Cl)cc2)cc1C	28	-27	-2	9	1.6	0	-3	13
CCc1cc(C(=O)NNC(=S)NCC2CCCO2)cs1 (stereo not drawn)	-2	-7	-1	11	1.7	5	-5	-9
Cc1cc(C(=O)CN2CCN(CC(=O)Nc3ccc(F)cc3)CC2)c(C)n1C1CC1	-3	-1	-2	-8	-1.9	-8	-3	2
COc1ccc2cc(S(=O)(=O)Nc3ccccn3)ccc2c1	22	10	-5	3	0.8	9	0	5
CN(C)CCCn1c(=S)[nH]c2ccccc2c1=O	2	4	-4	7	-0.4	10	-1	16
CCCCC(=O)N1CCCC(c2nc(-c3cccc(OC)c3)no2)C1 (stereo not drawn)	11	-30	1	-34	9.7	9	-4	-30
O=S(=O)(c1ccc(Br)cc1)N1CCN(c2ccccc2)CC1	0	13	-5	1	-0.7	19	2	9
Cc1ccc(-n2ncc3c2CC(C)(C)CC3NC(=O)CCc2cnn(C)c2)cc1 (stereo not drawn)	7	11	-5	15	0.8	26	-3	24
Cc1cc(NC(=O)C(C)Oc2ccc(C(C)(C)C)cc2)no1 (stereo not drawn)	16	28	0	-27	2.5	19	4	-4
Cc1cc(NC(=O)c2ccccc2)ncc1NC(=O)c1ccco1	10	-81	-4	-42	0.5	7	-1	-70
O=[N+]([O-])c1ccccc1/C=C/C=N/n1c(-c2ccco2)n[nH]c1=S	11	14	-1	-9	-2.0	8	1	2
CC(C)CC(=O)N1CCN(Cc2cccc(Cl)c2)CC1	-5	13	-1	7	-2.0	1	-1	11
